# Screening data (PubChem BioAssay)
# GoLoco inh red = qHTS Assay for Inhibitors of RGS12 GoLoco Motif Activity (Red Fluorophore); Guanine nucleotide-binding protein G(i) subunit alpha-1 (Homo sapiens), P63096; Gai1:RGS12 GoLoco peptide FP, rhodamine, 10 min; Potency, µM (doses to about 61.6 µM), for the others: at the highest dose activity, negative = inhibition, actives largely listed as inhibitors; 230,000 tested, 0.44% active; AID 880, 2007; active means well fitted inhibition curve with a large enough effect, not every such curve was filed as active; inactive means no such curve, though single readings can be large or run the other way; further: on the % scale 0 is the no-effect control and ±100 the full control effect; nearly all actives have a fitted effect of over 30% in size; many of its hits are not listed in these tables
# Target sequence (P63096 whole entry, looked up): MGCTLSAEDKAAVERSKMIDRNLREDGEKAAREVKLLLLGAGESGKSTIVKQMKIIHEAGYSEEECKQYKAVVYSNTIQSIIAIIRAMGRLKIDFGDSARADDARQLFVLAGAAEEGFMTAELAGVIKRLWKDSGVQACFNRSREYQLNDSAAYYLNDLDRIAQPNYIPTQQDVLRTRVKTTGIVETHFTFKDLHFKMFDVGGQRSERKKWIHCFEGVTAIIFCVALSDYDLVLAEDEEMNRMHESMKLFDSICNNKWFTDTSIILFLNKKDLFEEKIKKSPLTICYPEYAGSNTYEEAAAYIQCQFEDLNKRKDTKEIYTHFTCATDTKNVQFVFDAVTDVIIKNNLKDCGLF
# SMN2 splice enh = qHTS Assay for Enhancers of SMN2 Splice Variant Expression; HEK293 SMN2-luciferase splicing reporter, luminescence, 30-36 h; Potency, µM (titrated, usually from 46.1 µM), inactives show at the highest dose activity change, positive = activation, most hits filed as activators; 210,000 tested, 2.8% active; AID 1458, 2008; further: % of control where 0% means no effect; nearly all actives have a fitted effect of over 55% in size
#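 HEK293 cells carry an SMN2 minigene-luciferase reporter in which exon 7 inclusion puts luciferase in frame. Cells were seeded at 2000 cells/well, attached for 10-12 hours, then exposed to compounds for 30-36 hours at 37C before ONE-Glo luminescence.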
# NPSR antag = qHTS Assay for Antagonists of the Neuropeptide S Receptor: cAMP Signal Transduction; CHO-NPSR cells, cAMP TR-FRET, antagonist mode; Q6W5P4; Potency, µM (highest dose often 38.3 µM), inactives show top-dose activity change, negative = inhibition, hits mostly inhibitors; 220,000 tested, 1% active; further: on the % scale 0 is the no-effect control and ±100 the full control effect; nearly all actives have a fitted effect of over 50% in size; many of its hits are not listed in these tables
# Target sequence (Q6W5P4 whole entry, looked up): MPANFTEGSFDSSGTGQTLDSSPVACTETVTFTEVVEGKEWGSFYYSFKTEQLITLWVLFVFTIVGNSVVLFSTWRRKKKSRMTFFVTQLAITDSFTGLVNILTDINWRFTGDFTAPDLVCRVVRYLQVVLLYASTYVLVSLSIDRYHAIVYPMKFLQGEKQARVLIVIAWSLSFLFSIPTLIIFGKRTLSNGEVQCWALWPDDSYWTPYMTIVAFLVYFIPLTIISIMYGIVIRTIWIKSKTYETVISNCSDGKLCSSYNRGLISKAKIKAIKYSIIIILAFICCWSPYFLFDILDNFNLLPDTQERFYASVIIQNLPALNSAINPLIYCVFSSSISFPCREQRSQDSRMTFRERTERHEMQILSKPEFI
# IMPase Li inh = qHTS Assay for Identifying the Cell-Membrane Permeable IMPase Inhibitors: Potentiation with Lithium; Potency, µM (doses to about 59.4 µM), without a hit: at the highest dose activity, negative = IMPase inhibition, usual class: inhibitors; CHO-M1 cells, IP1 TR-FRET (IP-One), carbachol + lithium; 210,000 tested, 0.35% active;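 further: IP1 builds up when IMPase is blocked and the TR-FRET signal falls; plate controls were basal vehicle for no effect and high inhibitor control for full effect; nearly all actives have a fitted effect of over 50% in size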
#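 CHO cells stably expressing M1 receptor (2000/well) were cultured 16–30 h, then exposed to compounds with a small lithium addition for 30 min at 37C. IP1 was measured by TR-FRET competition; AC50 from Hill fits.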
# Epigenetic reg = Quantitative High-Throughput Screen for Regulators of Epigenetic Control. Potency, µM (top dose mostly 53.9 µM), for the others: at the highest dose GFP activation, most hits filed as activators. 280,000 tested, 0.2% active. murine LDR cells, GFP reporter derepression, 30 h; further: % of control where 0% means no effect; nearly all actives have a fitted effect of over 60% in size
#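 Murine LDR cells bearing a silenced CMV-driven GFP reporter were exposed to compound for 30 h at 37 C. After PBS washes, GFP-positive cells (20-120 um objects) counted by laser-scanning microplate cytometry.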
# JMJD2E inh = qHTS Assay for Inhibitors of Human Jumonji Domain Containing 2E (JMJD2E); Lysine-specific demethylase 4E (Homo sapiens), B2RXH2; JMJD2E catalytic domain, FDH-coupled NADH fluorescence (FDH is formaldehyde dehydrogenase); Potency, µM (top dose mostly 57.1 µM), for inactives: top-dose activity change, negative = inhibition, usual class: inhibitors; 230,000 tested, 1.6% active; AID 2147, 2009; active means well fitted inhibition curve with a large enough effect, not every such curve was filed as active; inconclusive means small, poorly fitted or top-dose-only effect, or another doubt; inactive means no such curve, though single readings can be large or run the other way;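 further: 0% = wells with enzyme and -100% = buffer wells without enzyme; nearly all actives have a fitted effect of over 50% in size; many of its hits are not listed in these tables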
# Target sequence (B2RXH2 1-337 limits assumed): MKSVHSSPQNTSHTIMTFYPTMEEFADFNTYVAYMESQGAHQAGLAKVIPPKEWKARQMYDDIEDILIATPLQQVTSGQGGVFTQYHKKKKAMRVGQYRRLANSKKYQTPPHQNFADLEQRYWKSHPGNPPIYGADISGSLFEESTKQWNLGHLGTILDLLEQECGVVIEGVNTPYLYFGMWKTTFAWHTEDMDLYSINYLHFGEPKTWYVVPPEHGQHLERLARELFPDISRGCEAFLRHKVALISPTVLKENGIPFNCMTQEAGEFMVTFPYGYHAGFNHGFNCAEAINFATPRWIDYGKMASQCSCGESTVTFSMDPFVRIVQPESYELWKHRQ
# RECQ1 inh = qHTS Assay for Inhibitors of RecQ-Like Dna Helicase 1 (RECQ1) | AID 2549, 2010 | RECQ1 DNA unwinding, red fluorescence kinetic read | 240,000 tested, 0.54% active | Potency, µM (doses to about 57.3 µM), inactives show top-dose activity, negative = inhibition, hits mostly inhibitors;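 further: plate controls were vehicle for no effect and no enzyme for full effect; nearly all actives have a fitted effect of over 30% in size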
#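 50 nM RECQ1T1 preincubated 15 min with compound in Tris pH 8.0 buffer with MgCl2, DTT, Tween-20 and 2.5 ug/ml poly(dI-dC); started with 200 nM TAMRA/BHQ-2 forked duplex and 2 mM ATP. Unwinding read as fluorescence (525/598 nm), two reads 2 h apart.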
# Luc counter = Counterscreen for Luciferase (Kinase-Glo TM) Inhibition. Kinase-Glo luciferase, ATP luminescence, 8 min. Luciferin 4-monooxygenase (Photuris pensylvanica), Q27757. Potency, µM (titrated, usually from 38.3 µM), for inactives: at the highest dose activity change, negative = inhibition, most hits filed as inhibitors. 200,000 tested, 0.28% active; further: on the % scale 0 is the no-effect control and ±100 the full control effect; nearly all actives have a fitted effect of over 60% in size
#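 Compound is pinned into ATP-containing buffer (10 uM ATP, imidazole pH 7.2, 7 mM MgCl2). Kinase-Glo luciferase reagent is then added. Light output is recorded following an 8-min room-temperature incubation.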
# Numbers without * were called inactive; i = inactive; u = inconclusive; x = not tested or not shown; [ ] = remark or other dose. Unless noted, the call rests on the fitted dose curve; in most records, active means well fitted curve in the direction sought with a large enough effect; inconclusive means small, poorly fitted or top-dose-only effect, or another doubt; inactive means no such curve, though single readings can be large; an effect the other way counts as inactive or inconclusive. Potency means the concentration at half of the fitted maximal effect. A portion of the library. The share of hits here may be higher or lower than overall.
SMILES,GoLoco inh red,SMN2 splice enh,NPSR antag,IMPase Li inh,Epigenetic reg,JMJD2E inh,RECQ1 inh,Luc counter
COC(=O)CCn1nc(-c2ccc(Cl)cc2)c2ccccc2c1=O,0.8%,x,32.7%,10.6%,1.5%,-28.4%,15.1%,-1.3%
COc1ccc(C(=O)CN2C(=O)NC(C)(c3ccc(C)cc3)C2=O)cc1OC (stereo unspecified),8.3%,-3.6%,-5.6%[46.1 µM],-25.1%[38.3 µM],-0.9%,2.3%,i,0.9%
COC(=O)CN(c1ccccn1)S(=O)(=O)c1ccccc1,0.5%,6.4%,-3.8%[46.1 µM],-24.6%[38.3 µM],0.9%,u,i,-2.0%
O=C(Nc1ccc(SC(F)F)cc1)C1=COCCO1,4.1%,11.2µM*,3.7%[46.1 µM],9.1%[38.3 µM],-0.8%,-4.4%,-12.2%,-6.6%
CCn1c(SCC(N)=O)nnc1-c1ccc(S(=O)(=O)N2CCN(C)CC2)cc1,10.2%,7.2%,-8.6%[46.1 µM],2.6%,-3.5%,u,4.6%,1.3%
O=C(COC(=O)CSc1cc(Cl)ccc1Cl)Nc1ncc(C(F)(F)F)cc1Cl,3.2%,1.7%,9.8%,-11.2%,1.1%,2.6%,-1.0%,1.3%
O=C(CSC1=NCCS1)Nc1nc2c(s1)CCCC2,42.6%[activator],29.6%,-26.3%[46.1 µM],-0.1%[38.3 µM],0.9%,-1.9%,-2.3%,-2.1%
CC(NC(=S)Nc1c(Br)cccc1OC(F)F)C(C)(C)C (stereo unspecified),2.7%,-13.4%,-9.7%,5.9%,-1.3%,13.0%,-0.8%,0.3%
COC(=O)c1ccc(COc2ccccc2/C=N/NC(=O)c2cccnc2)cc1,10.8%,-5.4%,-1.3%,4.4%,-0.6%,10.7%,i,-1.7%
Cc1cc(=O)cc(C)n1-c1ccc(Br)cc1,4.6%,x,27.9%,8.6%,-0.2%,8.4%,i,x
COc1ccc(NC(=S)N(CCCN2CCCCCC2)Cc2cccs2)cc1,8.1%,-1.7%,-22.0%,21.2%,0.0%,-18.8%,-3.9%,-0.9%
CCOc1cc(C(=O)NCc2nnc(SCC(=O)OC)n2C)cc(OCC)c1OCC,9.0%,-0.5%,-9.4%[46.1 µM],8.8%,0.9%,-3.3%,-0.8%,2.6%
O=C(Nc1ccc(-c2nnc3n2CCCCC3)cc1)c1ccco1,5.8%,8.0%,4.4%,-5.3%,0.1%,7.6%,-7.1%,0.2%
c1cc2c(cc1-c1csc(NNC3=NCCCCC3)n1)OCCO2,-0.8%,16.9%,-17.0%,6.9%,7.2%,u,-8.9%,-1.3%
Cc1ccc(S(=O)(=O)NCC(=O)N/N=C/c2ccc(Cl)cc2)cc1,-0.8%,-6.5%,12.4%,-9.9%,1.1%,6.7%,-12.7%,-0.7%
Clc1ccc2nc3c4ccccc4cnn3c2c1,4.7%,2.82µM*,-8.4%,-2.1%,-0.7%[10.1 µM],0.0%,19.2%,u
CCCCCCNS(=O)(=O)c1ccc(Cl)s1,5.9%,u,-6.5%[46.1 µM],27.6%[38.3 µM],2.2%,-14.9%,-6.9%,-1.5%
Cc1ccc(/C=C/C(=O)O)cc1S(=O)(=O)Nc1ccc2c(c1)OCO2,1.8%,x,-1.1%,-4.5%,-5.4%,-7.7%,i,1.0%
O=c1[nH]c2cc(Cl)c([N+](=O)[O-])nc2[nH]1,x,x,19.5%[46.1 µM],x,-0.9%,7.8%,-9.2%,x
CN(Cc1ccccc1)C(=O)c1nc2ccccn2c1CN1CCCC1c1nccs1 (stereo unspecified),-2.1%,x,-3.5%,15.7%,2.5%,-14.4%,i,1.8%
COC(=O)c1cc2c(ccn2-c2ccc(F)cc2)n1C(C)C,14.5%,-12.7%,-27.4%[46.1 µM],14.7%[38.3 µM],-0.9%,u,-11.3%,0.5%
CCOc1cccc(CNc2ccc(O)cc2)c1OCc1ccc(Cl)cc1Cl,-3.0%,-18.7%,u,-0.7%[38.3 µM],u,u,-23.8%,-3.1%
Cc1ccc(NC(=S)c2nc3ccccc3[nH]2)cc1,3.3%,28.2µM*,-18.4%[46.1 µM],-10.7%[38.3 µM],-1.8%,u,-3.2%,-20.9%
CC(=O)N1CCC(N(CCN2CCOCC2)C(=S)Nc2cccc(C)c2)CC1,6.8%,-4.4%,7.7%,-5.1%,-1.6%,12.5%,-7.0%,2.4%
CC(=O)Nc1ccc(Sc2ncccc2C(=O)Nc2ccc(OC(F)(F)F)cc2)cn1,-12.9%,9.3%,-15.8%[46.1 µM],-5.4%,-0.9%,5.1%,-4.1%,0.5%
Cc1cccc(NCc2nc3ccccc3n2Cc2ccccc2)c1,-3.4%,1.2%,-29.7%[46.1 µM],13.8%[38.3 µM],2.9%,-6.9%,-6.8%,-5.3%
COc1cccc(OCCn2cc(/C=N/NC(=O)c3ccncc3)c3ccccc32)c1,8.7%,-36.1%[inhibitor],15.0%,2.4%,-1.9%,-11.4%,i,2.2%
O=C(CN1C(=O)c2ccccc2C1=O)OCCOCCN=C1NS(=O)(=O)c2ccccc21,-9.7%,x,-5.9%,3.6%,-1.4%,4.1%,-0.5%,-1.9%
CCOC(=O)CC(N)c1ccc(OC)cc1 (stereo unspecified),-2.4%,20.4%,-9.8%[46.1 µM],13.1%[38.3 µM],-0.3%,2.9%,-7.0%,-5.5%
COCCNC(=O)CSc1nc2c(n1-c1ccccc1)CCCC2,1.6%,8.6%,-9.4%[46.1 µM],-6.9%[38.3 µM],3.3%,-8.5%,9.9%,-3.9%
Cc1ccc(-n2c(C)cc(/C=N/NC(=O)CC3(C)OCCO3)c2C)c(C)c1,6.4%,-48.0%[inhibitor],u,1.1%,-3.6%,-29.4%,-2.2%,-3.4%
CC(C)(C#N)Nn1cnnc1,5.3%,6.1%,1.0%[46.1 µM],5.6%,1.0%,-3.5%,-5.0%,2.0%
O=c1c2ccccc2c(-c2ccc(F)cc2)nn1-c1ccc(C(F)(F)F)cc1,-5.3%,6.3%,u,17.0%[38.3 µM],-1.1%,u,-8.0%,-2.4%
COc1cc(CNc2ccc3c(c2)OCCO3)ccc1OCC(N)=O,11.1%,x,3.7%,4.5%,-0.1%,-9.5%,-0.6%,-1.1%
Cn1nnnc1SCc1cc(=O)[nH]c2ccccc12,3.4%,-7.3%,6.4%[46.1 µM],-2.3%[38.3 µM],-2.0%,-0.1%,9.0%,-3.0%
Cc1ccc2[nH]c(C)c(CCNC(=O)c3cc4cc([N+](=O)[O-])ccc4oc3=O)c2c1,23.5%,-4.3%,-9.6%,4.3%,-1.1%,6.0%,-9.6%,4.2%
O=[N+]([O-])c1ccc(N2CCOCC2)cn1,-1.1%,x,-5.6%,6.8%,1.1%,1.8%,i,1.9%
COc1cc(OC)c2c(-c3cccc(-c4ccc(N(C)C)cc4)c3)cc(=O)oc2c1,3.2%,x,x,1.4%,0.9%,x,-3.1%[81.1 µM],0.8%[39.9 µM]
O=C(N/N=C/c1ccc2c(c1)OCO2)c1cc2ccccc2o1,8.5%,x,3.7%,x,1.0%,u,-14.1%,x
CCC(C)[C@H]1CNC(=S)N1CCc1cccc2ccccc12 (stereo partly specified),-0.2%,x,u,x,4.6%,-4.1%,i,x

# Reprinted from the results shown (three entries):
SMILES,GoLoco inh red,SMN2 splice enh,NPSR antag,IMPase Li inh,Epigenetic reg,JMJD2E inh,RECQ1 inh,Luc counter
COc1cc(OC)c2c(-c3cccc(-c4ccc(N(C)C)cc4)c3)cc(=O)oc2c1,3.2%,x,x,1.4%,0.9%,x,-3.1%[81.1 µM],0.8%[39.9 µM]
O=C(N/N=C/c1ccc2c(c1)OCO2)c1cc2ccccc2o1,8.5%,x,3.7%,x,1.0%,u,-14.1%,x
CCC(C)[C@H]1CNC(=S)N1CCc1cccc2ccccc12 (stereo partly specified),-0.2%,x,u,x,4.6%,-4.1%,i,x

# (list continues)
SMILES,GoLoco inh red,SMN2 splice enh,NPSR antag,IMPase Li inh,Epigenetic reg,JMJD2E inh,RECQ1 inh,Luc counter
COc1ccc(C2NCCO2)cc1OC (stereo unspecified),-15.9%,-1.2%,1.0%[46.1 µM],-7.1%[38.3 µM],-0.7%,1.0%,7.1%,1.9%
COc1ccc(C2CC(c3ccccc3)=NN2C(=O)c2ccc(Cl)c([N+](=O)[O-])c2)cc1 (stereo unspecified),4.3%,u,-47.5%,-1.4%,-1.5%,-2.8%,-3.8%,1.3%
Cc1ccc(C(=O)NCc2ccccn2)cc1Cl,1.1%,x,-8.7%,4.4%,-1.1%,39.7%[activator],-3.5%,-0.3%
Clc1ccc(-c2nc(NCCCN3CCOCC3)c3ccccc3n2)cc1,4.3%,x,u,x,3.7%,-16.6%,-1.3%,x
Cc1ccccc1S(=O)(=O)Cc1ccc(C(=O)NCCN2CCN(Cc3ccccc3)CC2)o1,7.0%,-18.5%,-1.8%[46.1 µM],31.5%[activator][38.3 µM],-1.1%,-1.2%,-5.1%,-2.4%
COC(=O)COc1ccc2c(=O)c(-c3ccccc3OC)coc2c1,1.7%,8.4%,-10.8%,-9.9%,-0.6%,3.5%,i,2.9%
Cc1cc(C)n(-c2cc(N3CCN(S(=O)(=O)c4ccc(C)c(C)c4)CC3)ccc2[N+](=O)[O-])n1,-1.5%,-7.7%,-13.0%[46.1 µM],6.0%[38.3 µM],-2.0%,3.6%,-0.1%,-0.9%
O=[N+]([O-])c1ccccc1/C=C/C=N/n1c(-c2ccccc2F)n[nH]c1=S,-9.7%,x,-26.1%,x,5.5%,-21.1%,-0.1%,x
Cc1cc(C(=O)NN)n[nH]1,0.2%,x,7.8%,x,2.3%,0.6%,3.5%,x
Cc1cc(C)cc(N(C(=O)Cc2cccs2)C(C(=O)NC2CCCCC2)c2ccccn2)c1 (stereo unspecified),-7.0%,-1.6%,u,12.2%[38.3 µM],-1.2%,1.5%,-8.0%,-0.9%
